CHRM5 antagonist = antagonists of human muscarinic M5 receptor (CHRM5) | hit rate 0.59% among 360,000 | CHO-hM5 cells, Fluo-8 calcium fluorescence, ACh EC80 | inhibition, % at 3 µM | AID 624040;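 active = inhibition above a per-plate cutoff, the mean of that plate's test compounds plus 3 SD, cut at about 27% in these data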;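 also: 0% = acetylcholine EC80 with DMSO and 100% = DMSO without agonist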
Target sequence (P08912 whole entry, looked up): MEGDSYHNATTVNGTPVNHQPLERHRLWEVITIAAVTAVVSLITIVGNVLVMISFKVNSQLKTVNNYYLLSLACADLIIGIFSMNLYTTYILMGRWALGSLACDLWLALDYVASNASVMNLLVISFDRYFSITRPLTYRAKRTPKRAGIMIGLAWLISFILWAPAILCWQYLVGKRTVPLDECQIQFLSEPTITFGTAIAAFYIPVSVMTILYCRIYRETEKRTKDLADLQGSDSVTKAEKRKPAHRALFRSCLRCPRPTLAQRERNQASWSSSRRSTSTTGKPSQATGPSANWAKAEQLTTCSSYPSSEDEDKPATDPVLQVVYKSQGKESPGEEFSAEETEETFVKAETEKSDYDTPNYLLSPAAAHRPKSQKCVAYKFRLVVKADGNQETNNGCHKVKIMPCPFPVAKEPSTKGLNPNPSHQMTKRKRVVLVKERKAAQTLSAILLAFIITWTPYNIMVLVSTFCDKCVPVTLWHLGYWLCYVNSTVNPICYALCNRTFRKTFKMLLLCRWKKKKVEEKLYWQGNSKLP
CHRM5 PAM = potentiates acetylcholine response at human M5 receptor. CHO-K1 hM5, Fluo-8 calcium, ACh EC20 PAM; 0% = ACh EC20, 100% = ACh EC100. P08912. activation, % at 3 µM. hit rate 0.3% among 360,000;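 active = activation above the run cutoff, the mean activation of all test compounds plus 3 SD, cut at about 18% in these data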
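Test system: CHO-K1 hM5 cells / Doses: single-point, 3 µM nominal / Times: Post-acetylcholine fluorescence recording 140 s / Technique: Fluo-8 calcium fluorescence / Measure: Max/basal fluorescence ratio as % of EC20–EC100 ACh window / Benchmarks: low control EC20 acetylcholine (0%), high control EC100 acetylcholine (100%) / Replicates: one well per compound, no replicates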
CRFR2-BP ag = CRF-BP/CRF-R2 complex agonism. HEK293 CRF-R2/CRF-BP, calcium dye fluorescence (FLIPR); percent of saturating CRF peptide response. activation, % at 13.2 µM. hit rate 0.46% among 350,000;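 active = activation of at least 50%, plus an integration ratio under a set limit after plate pattern correction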;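 also: plate controls were neutral control wells without compound for no effect and CRF at EC100 for full effect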
CHRM4 PAM = CHRM4 positive allosteric modulation | AID 624126 | P08173 | CHO-K1 hM4/Gqi5, Fluo-8 calcium fluorescence, ACh EC20; 0% = ACh EC20, 100% = maximal ACh | activation, % at 3 µM | hit rate 0.4% among 360,000;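 active = activation above its plate's cutoff, the mean activation of sample wells plus 3 SD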; also: some results filed as inactive read as strong as hits
Target sequence (P08173 whole entry, looked up): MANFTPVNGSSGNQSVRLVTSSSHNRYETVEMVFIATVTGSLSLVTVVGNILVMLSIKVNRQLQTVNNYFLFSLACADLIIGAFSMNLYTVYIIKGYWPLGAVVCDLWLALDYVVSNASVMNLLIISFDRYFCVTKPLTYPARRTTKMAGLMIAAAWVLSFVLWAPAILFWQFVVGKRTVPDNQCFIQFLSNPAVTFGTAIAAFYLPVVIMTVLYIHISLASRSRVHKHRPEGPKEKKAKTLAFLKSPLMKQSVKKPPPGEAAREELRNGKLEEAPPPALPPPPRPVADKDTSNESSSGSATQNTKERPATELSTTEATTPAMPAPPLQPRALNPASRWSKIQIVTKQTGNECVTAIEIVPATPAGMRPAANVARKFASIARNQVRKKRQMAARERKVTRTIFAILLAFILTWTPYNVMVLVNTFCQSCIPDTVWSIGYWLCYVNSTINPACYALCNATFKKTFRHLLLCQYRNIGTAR
CHRM1 PAM = potentiates human M1 receptor response to acetylcholine; P11229; CHO-K1 hM1, Fluo-8 calcium fluorescence, ACh EC20; 0% = ACh EC20, 100% = maximal ACh; activation, % at 3 µM; hit rate 0.088% among 360,000; AID 588819; in the data active = activation above about 19%, passing the limit was not always enough
M4 ag = agonists of human muscarinic M4 receptor (CHRM4). hit rate 0.14% among 360,000. activation, % at 3 µM. CHO-K1 hM4/Gqi5, Fluo-8 calcium fluorescence; vehicle 0%, full acetylcholine response 100%. P08173;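 active = activation above the run mean over all test wells plus 3 SD, cut at about 32% in these data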;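 also: peak over basal fluorescence ratio per well then scaled between controls; 0% = DMSO wells and 100% = acetylcholine at EC100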
M1 antag = human CHRM1 antagonism. CHO-K1 hM1, Fluo-8 calcium fluorescence, ACh EC80 antagonist. P11229. hit rate 1.3% among 360,000. AID 588852. inhibition, % at 3 µM;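 active = percent inhibition above its own plate's cutoff, namely the mean of that plate's compound wells plus 3 SD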;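 also: peak over basal fluorescence ratio during 140 s after agonist addition; 0% = ACh EC80 plus DMSO and 100% = DMSO alone without agonist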
M4 antag = antagonists of human muscarinic M4 receptor (CHRM4) | P08173 | CHO-hM4 cells, ACh EC80, Fluo-8 calcium fluorescence | inhibition, % at 3 µM | hit rate 0.73% among 360,000 | AID 624125;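 active = inhibition above its plate's cutoff, the mean inhibition of sample wells plus 3 SD, cut at about 27% in these data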;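 also: 0% = acetylcholine EC80 with DMSO and 100% = DMSO without agonist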
CHRM5 agonist = agonists of human muscarinic M5 receptor (CHRM5). P08912. CHO-K1 hM5 cells, Fluo-8 calcium fluorescence; 0% DMSO wells, 100% maximal acetylcholine response. activation, % at 3 µM. hit rate 0.19% among 360,000. AID 624037;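 active = activation above the run's mean over test compounds plus 3 SD, cut at about 23% in these data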;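 also: signal is peak over basal fluorescence ratio across the kinetic read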
Starred values were filed as active, the others as inactive. Rows are unselected. Share with any hit: about 2.8%.

For CC(C)OC(=O)NC(Nc1ccccc1C(=O)O)(C(F)(F)F)C(F)(F)F the results were CHRM5 antagonist -2, CHRM5 PAM 4, CRFR2-BP ag -1.8, CHRM4 PAM -20, CHRM1 PAM 9, M4 ag 0, M1 antag -15, M4 antag 12 and CHRM5 agonist 1.
For Cc1cc(C)nc(SCC(=O)N/N=C/C=C/c2ccccc2)n1 the results were CHRM5 antagonist 1, CHRM5 PAM 2, CRFR2-BP ag -1.0, CHRM4 PAM 2, CHRM1 PAM 3, M4 ag 3, M1 antag -11, M4 antag -4 and CHRM5 agonist 2.
Screening COc1ccc(NC2CCCN(C(=O)c3cccc(N4CCNC4=O)c3)C2)cc1 (stereo unspecified) returned CHRM5 antagonist -3, CHRM5 PAM 5, CRFR2-BP ag 0.3, CHRM4 PAM 5, CHRM1 PAM 4, M4 ag 1, M1 antag -3, M4 antag -7 and CHRM5 agonist -2.
C=CCNC(=O)c1onc(CSc2ccc(C)c(C)c2)c1C(=O)O was read as CHRM5 antagonist 3, CHRM5 PAM 10, CRFR2-BP ag 4.4, CHRM4 PAM 10, CHRM1 PAM 7, M4 ag 1, M1 antag -3, M4 antag -20 and CHRM5 agonist -3.
For CCOCCN(C=O)c1cccc(OC)c1 the results were CHRM5 antagonist -7, CHRM5 PAM 5, CRFR2-BP ag -1.3, CHRM4 PAM 11, CHRM1 PAM 9, M4 ag 1, M1 antag -8, M4 antag 9 and CHRM5 agonist 1.
For CCC(=O)Nc1cc(NC(=O)CSc2ncc(-c3ccc(F)cc3)n2Cc2ccco2)ccc1C the results were CHRM5 antagonist 1, CHRM5 PAM -7, CRFR2-BP ag -1.5, CHRM4 PAM 0, CHRM1 PAM -3, M4 ag 1, M1 antag -24, M4 antag 11 and CHRM5 agonist -6.
For O=C(CN1C(=O)/C(=C\c2cccc(F)c2)Oc2ccccc21)N1CCN(c2ccccn2)CC1 the results were CHRM5 antagonist -10, CHRM5 PAM 11, CRFR2-BP ag -2.1, CHRM4 PAM 6, CHRM1 PAM 8, M4 ag 1, M1 antag -14, M4 antag -14 and CHRM5 agonist 0.
Screening O=C(NCc1ccccc1)C(c1ccco1)N(C(=O)c1ccccn1)c1ccc(F)cc1 (stereo unspecified) returned CHRM5 antagonist -8, CHRM5 PAM -2, CRFR2-BP ag -0.5, CHRM4 PAM 0, CHRM1 PAM -1, M4 ag 3, M1 antag 2, M4 antag -2 and CHRM5 agonist -1.
CN(C)C(CNC(=O)c1cc2ccccc2oc1=O)c1ccccc1 (stereo unspecified) was read as CHRM5 antagonist 13, CHRM5 PAM -2, CRFR2-BP ag 0.8, CHRM4 PAM 6, CHRM1 PAM 2, M4 ag 2, M1 antag -5, M4 antag 5 and CHRM5 agonist -4.
`CC(C)C(C)(C#N)NC(=O)CSc1nc2scc(-c3ccccc3)c2c(=O)[nH]1` (stereo unspecified) gave CHRM5 antagonist 6, CHRM5 PAM 0, CRFR2-BP ag 0.2, CHRM4 PAM 14, CHRM1 PAM 9, M4 ag 2, M1 antag -10, M4 antag 9 and CHRM5 agonist 0.
OC(COc1ccc2cc(Br)ccc2c1)CN1CCOCC1 (stereo unspecified) was read as CHRM5 antagonist 7, CHRM5 PAM 6, CRFR2-BP ag 1.1, CHRM4 PAM 1, CHRM1 PAM 1, M4 ag 8, M1 antag 4, M4 antag 10 and CHRM5 agonist -9.
Screening CN(CC(=O)N1CCCCCC1)S(=O)(=O)c1ccc(Br)cc1 returned CHRM5 antagonist 0, CHRM5 PAM 11, CRFR2-BP ag -0.7, CHRM4 PAM 2, CHRM1 PAM 1, M4 ag 0, M1 antag -5, M4 antag -12 and CHRM5 agonist 2.
For CC(C)CC(=O)N=C1SC2CS(=O)(=O)CC2N1Cc1ccccc1Cl (stereo unspecified) the results were CHRM5 antagonist -7, CHRM5 PAM -1, CRFR2-BP ag 0.0, CHRM4 PAM -1, CHRM1 PAM 3, M4 ag 0, M1 antag -4, M4 antag -5 and CHRM5 agonist 1.
For COc1cccc(-n2c(SCC(=O)N3CCCCC3)nc3c([nH]c4ccccc43)c2=O)c1 the results were CHRM5 antagonist 1, CHRM5 PAM -3, CRFR2-BP ag -0.5, CHRM4 PAM -4, CHRM1 PAM 9, M4 ag 2, M1 antag -20, M4 antag -8 and CHRM5 agonist 0.
`CCCn1nc(-c2nnc(-c3ccc(C)c(C)c3)o2)c2ccccc2c1=O` gave CHRM5 antagonist -1, CHRM5 PAM 0, CRFR2-BP ag -0.9, CHRM4 PAM 7, CHRM1 PAM 10, M4 ag 1, M1 antag -6, M4 antag 11 and CHRM5 agonist 0.
Screening Cc1cccc(N2CCN(C(=O)c3ccncc3)CC2C)c1 (stereo unspecified) returned CHRM5 antagonist 3, CHRM5 PAM -6, CRFR2-BP ag 0.3, CHRM4 PAM -1, CHRM1 PAM 2, M4 ag 2, M1 antag -1, M4 antag 0 and CHRM5 agonist 0.
CCOc1ccccc1C1CC(=O)NC(SCC)=C1C#N (stereo unspecified) was read as CHRM5 antagonist -9, CHRM5 PAM 3, CRFR2-BP ag -0.9, CHRM4 PAM 8, CHRM1 PAM 8, M4 ag 1, M1 antag -11, M4 antag -4 and CHRM5 agonist 0.
Screening COc1ccc(CNC(=O)C2CCN(S(=O)(=O)N3CCOCC3)CC2)cc1 returned CHRM5 antagonist 6, CHRM5 PAM -8, CRFR2-BP ag 0.9, CHRM4 PAM -1, CHRM1 PAM 6, M4 ag 2, M1 antag -10, M4 antag 4 and CHRM5 agonist 0.
CN1CCN(c2ccc(C(=O)c3ccc(Br)cc3)cc2[N+](=O)[O-])CC1 was read as CHRM5 antagonist 2, CHRM5 PAM -2, CRFR2-BP ag -0.2, CHRM4 PAM 0, CHRM1 PAM 2, M4 ag 6, M1 antag 5, M4 antag -1 and CHRM5 agonist -2.
Cc1nc(N2CCCCC2C)c2c(C)c(C(=O)Nc3ccccc3C(F)(F)F)sc2n1 (stereo unspecified) was read as CHRM5 antagonist -11, CHRM5 PAM -8, CRFR2-BP ag 0.4, CHRM4 PAM -9, CHRM1 PAM -8, M4 ag -1, M1 antag -8, M4 antag -19 and CHRM5 agonist -7.
Screening Cc1ccc2c(c1)-c1c(ssc1=S)C(C)(C)N2C(=O)c1ccco1 returned CHRM5 antagonist 12, CHRM5 PAM -6, CRFR2-BP ag -1.6, CHRM4 PAM 3, CHRM1 PAM 3, M4 ag 1, M1 antag 0, M4 antag -3 and CHRM5 agonist -2.
COc1cccc(C2N(c3ccccn3)C(=O)C3CCCN32)c1OC (stereo unspecified) was read as CHRM5 antagonist -1, CHRM5 PAM -4, CRFR2-BP ag -2.4, CHRM4 PAM 2, CHRM1 PAM 2, M4 ag 1, M1 antag -1, M4 antag 1 and CHRM5 agonist -3.
`COc1ccc(NC(=O)c2scc(S(=O)(=O)C(C)C)c2N)cc1` gave CHRM5 antagonist -7, CHRM5 PAM 5, CRFR2-BP ag -6.2, CHRM4 PAM 7, CHRM1 PAM 4, M4 ag 1, M1 antag 0, M4 antag 26 and CHRM5 agonist 1.
CC(C)(C)OC(=O)C[C@@H]1C/C=C\C[C@H](CC(=O)NCCO)C(=O)NC[C@@H](c2ccccc2)OC1=O was read as CHRM5 antagonist 7, CHRM5 PAM 2, CRFR2-BP ag -0.6, CHRM4 PAM 1, CHRM1 PAM 9, M4 ag 1, M1 antag -3, M4 antag 1 and CHRM5 agonist -1.
Screening Cc1cccc(Nc2ccc([N+](=O)[O-])cn2)c1 returned CHRM5 antagonist 2, CHRM5 PAM -7, CRFR2-BP ag -0.9, CHRM4 PAM -5, CHRM1 PAM 7, M4 ag -1, M1 antag -15, M4 antag 4 and CHRM5 agonist -1.
For COc1ccc(NC(=O)CSc2nnc(CCC(=O)O)c(=O)n2N)cc1 the results were CHRM5 antagonist -7, CHRM5 PAM 4, CRFR2-BP ag -0.8, CHRM4 PAM -5, CHRM1 PAM -8, M4 ag 0, M1 antag 10, M4 antag 0 and CHRM5 agonist 1.
For Cc1cccc(C)c1NC(=S)Nc1ccc(Cl)c(Cl)c1 the results were CHRM5 antagonist 16, CHRM5 PAM -20, CRFR2-BP ag 2.5, CHRM4 PAM -18, CHRM1 PAM -27, M4 ag 10, M1 antag 14, M4 antag 6 and CHRM5 agonist 0.
Cn1c(=O)n(CCN2CCOCC2)c(=O)c2c1nc1n2CCN1c1ccc(Oc2ccccc2)cc1 was read as CHRM5 antagonist -3, CHRM5 PAM -3, CRFR2-BP ag 0.2, CHRM4 PAM 4, CHRM1 PAM 10, M4 ag 4, M1 antag -10, M4 antag -5 and CHRM5 agonist -2.
`Cc1cc2occ(CC(=O)Nc3nnc(C4CC4)s3)c2cc1C` gave CHRM5 antagonist 12, CHRM5 PAM 3, CRFR2-BP ag 0.5, CHRM4 PAM 2, CHRM1 PAM -7, M4 ag 0, M1 antag -5, M4 antag 0 and CHRM5 agonist -2.
`Cn1ncc(Cl)c1C(=O)Nc1cccnc1` gave CHRM5 antagonist -9, CHRM5 PAM 8, CRFR2-BP ag 0.0, CHRM4 PAM 10, CHRM1 PAM 7, M4 ag 0, M1 antag 1, M4 antag 15 and CHRM5 agonist 0.
For CN(Cc1nc2ccccc2c(=O)[nH]1)C(=O)c1cc(C2CC2)nn1-c1ccccc1 the results were CHRM5 antagonist 5, CHRM5 PAM -13, CRFR2-BP ag -1.1, CHRM4 PAM -2, CHRM1 PAM 0, M4 ag 14, M1 antag 1, M4 antag 4 and CHRM5 agonist 4.
`CCc1ccc(C(=O)O)cc1` gave CHRM5 antagonist 14, CHRM5 PAM -6, CRFR2-BP ag -0.4, CHRM4 PAM -10, CHRM1 PAM 1, M4 ag 0, M1 antag 9, M4 antag 1 and CHRM5 agonist 0.
Screening N#Cc1cccc(NC(=S)Nc2ccccc2)c1 returned CHRM5 antagonist 8, CHRM5 PAM -4, CRFR2-BP ag 2.4, CHRM4 PAM -1, CHRM1 PAM 4, M4 ag 5, M1 antag -7, M4 antag -22 and CHRM5 agonist -2.
Screening O=C1OCCC1Sc1nnc(-c2ccc3c(c2)OCO3)n1-c1ccccc1 (stereo unspecified) returned CHRM5 antagonist 5, CHRM5 PAM -1, CRFR2-BP ag -2.0, CHRM4 PAM 5, CHRM1 PAM 4, M4 ag 1, M1 antag 1, M4 antag -6 and CHRM5 agonist -6.
Screening CCOc1ccc(C(C)NC(=O)c2cccc(F)c2)cc1 (stereo unspecified) returned CHRM5 antagonist 5, CHRM5 PAM 7, CRFR2-BP ag -0.2, CHRM4 PAM 6, CHRM1 PAM 1, M4 ag 4, M1 antag 2, M4 antag -2 and CHRM5 agonist 0.
Screening COc1ccc(CC(=O)NNC(=O)COc2ccc(Cl)cc2C)cc1S(=O)(=O)N1CCOCC1 returned CHRM5 antagonist 0, CHRM5 PAM -2, CRFR2-BP ag -1.0, CHRM4 PAM 7, CHRM1 PAM 7, M4 ag 0, M1 antag 0, M4 antag -6 and CHRM5 agonist 0.
`CC(C)(C)c1ccc(NC(=O)COC(=O)C2(C)CC2(Cl)Cl)cc1` (stereo unspecified) gave CHRM5 antagonist 20, CHRM5 PAM -25, CRFR2-BP ag -0.7, CHRM4 PAM -20, CHRM1 PAM -13, M4 ag 5, M1 antag 27, M4 antag 5 and CHRM5 agonist -10.

Source: PubChem (several laboratories)
